Bioassay records as filed in PubChem.
bIAP activator: intestinal alkaline phosphatase (bovine) activation. purified bovine IAP, CDP-star luminescence, 30 min; stronger effect = higher value; fold of DMSO-control signal, blank-subtracted. AID 1016. activation factor at 20 µM. 200,000 compounds, 0.17% hits;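 active = activation factor of 2 or more at 20 µM, a signal rise over negative controls twice the positive control's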
PPARg SRC2 recr: PPARgamma-driven SRC-2 recruitment agonism; P37231; PPARgamma LBD-SRC-2 recruitment, biochemical; activation, % at 8 µM; 200,000 compounds, 0.34% hits; AID 1032; in the data active = activation above about 22%;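 also: 0% = vehicle and 100% = reference agonist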
Target sequence (P37231 whole entry, looked up, the tested form may be a part): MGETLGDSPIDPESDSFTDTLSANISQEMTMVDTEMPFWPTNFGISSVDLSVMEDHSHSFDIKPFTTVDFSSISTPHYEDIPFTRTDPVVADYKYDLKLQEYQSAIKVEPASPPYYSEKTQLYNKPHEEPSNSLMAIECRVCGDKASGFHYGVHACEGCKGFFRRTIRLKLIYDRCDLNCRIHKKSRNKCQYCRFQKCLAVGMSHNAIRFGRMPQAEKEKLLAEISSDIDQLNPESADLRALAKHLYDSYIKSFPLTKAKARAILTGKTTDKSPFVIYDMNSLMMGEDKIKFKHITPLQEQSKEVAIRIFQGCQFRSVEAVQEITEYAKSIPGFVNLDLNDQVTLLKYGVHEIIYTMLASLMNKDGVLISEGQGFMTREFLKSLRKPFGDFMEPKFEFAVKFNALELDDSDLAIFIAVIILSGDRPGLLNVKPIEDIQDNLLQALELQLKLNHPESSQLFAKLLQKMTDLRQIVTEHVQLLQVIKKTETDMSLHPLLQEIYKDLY
bIAP inhibitor: blocks bovine intestinal alkaline phosphatase activity. AID 1019. purified bovine IAP, CDP-star luminescence, 30 min. 190,000 tested, under 10 active. inhibition, % at 20 µM;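 active = over 50% inhibition of intestinal alkaline phosphatase at 20 µM in the single-dose screen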
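Incubation: 30 min reaction at room temperature / Material: purified bovine intestinal alkaline phosphatase (IAP) enzyme / Input: enzyme at 1/65,000,000 dilution / Dosing: 20 µM single dose / Signal: CDP-star luminescence signal / Reagent: CDP-star chemiluminescent phosphatase substrate, 30 µM final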
PPARg SRC-3 ag: PPARgamma-driven SRC-3 recruitment agonism; activation, % at 8 µM; P37231; 200,000 compounds, 0.26% hits; biochemical PPARgamma/SRC-3 coactivator recruitment assay; in the data active = activation above about 23%;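 also: 0% = DMSO and 100% = reference agonist; some compounds past the cut are filed as inactive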
TNAP act hi DEA: activators of human TNAP at high phosphate acceptor concentration. P05186. 200,000 tested, under 10 active. activation factor at 20 µM. purified TNAP, CDP-star luminescence, 1 M DEA, 30 min; stronger effect = higher value; 0 = EDTA background, 1 = DMSO-only activity;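 active = activation factor at least 2 at 20 µM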
Target sequence (P05186 whole entry, looked up): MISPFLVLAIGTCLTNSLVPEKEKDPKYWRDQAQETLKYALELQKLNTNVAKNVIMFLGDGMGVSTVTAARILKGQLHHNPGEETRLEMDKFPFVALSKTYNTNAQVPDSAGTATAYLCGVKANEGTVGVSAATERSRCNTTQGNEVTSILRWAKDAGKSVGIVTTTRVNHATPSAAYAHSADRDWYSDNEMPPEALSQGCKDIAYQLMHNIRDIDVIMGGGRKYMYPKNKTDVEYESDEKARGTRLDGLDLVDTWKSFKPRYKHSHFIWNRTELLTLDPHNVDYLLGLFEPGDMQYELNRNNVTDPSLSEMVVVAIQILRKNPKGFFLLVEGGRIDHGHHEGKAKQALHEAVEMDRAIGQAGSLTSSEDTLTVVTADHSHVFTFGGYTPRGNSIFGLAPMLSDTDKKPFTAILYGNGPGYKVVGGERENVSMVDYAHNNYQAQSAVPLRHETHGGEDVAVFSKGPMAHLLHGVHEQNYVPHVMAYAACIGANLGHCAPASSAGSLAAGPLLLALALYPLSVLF
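Dosing: 20 µM single point. System: human TNAP. Amount: TNAP 1/800 final. Incubation: 30 min, room temperature. Read-out: TNAP activation factor scaled between EDTA and DMSO control wells. Signal: luminescence from CDP-star hydrolysis. Medium: 1 M DEA, pH 9.8, Mg2+, Zn2+. Control set: EDTA negative control, DMSO positive control.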
TNAP inh noacc: blocks human TNAP activity with no phosphate acceptor present; P05186; purified TNAP, CDP-star luminescence, 30 min; inhibition, % at 20 µM; 200,000 compounds, 0.26% hits;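 active = tissue-nonspecific alkaline phosphatase inhibition above about 50% at 20 µM in the single-dose screen, limit read from the data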;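 also: 0% = DMSO negative control and 100% = EDTA positive control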
SRC2 TRFRET art: flags TR-FRET format artefacts in PPARgamma SRC-2 recruitment agonist screen | TR-FRET artefact counter-screen; stronger effect = higher value | 200,000 compounds, 0.4% hits | AID 1049 | TR-FRET ratio at 8 µM; in the data active = TR-FRET ratio above about 2000; also: inactives centre near 1500
PPARg SRC-1 ag: agonists of human PPARgamma SRC-1 coactivator recruitment; PPARgamma-SRC-1 coactivator recruitment biochemical assay; activation, % at 8 µM; 200,000 compounds, 0.41% hits; AID 631; in the data active = activation above about 19%;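 also: 0% = DMSO and 100% = reference agonist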
Efa HMGR inh: E. faecalis class II HMG-CoA reductase inhibition; purified E. faecalis HMGR, NADPH absorbance 340 nm kinetic; inhibition, % at 10 µM; 190,000 compounds, 0.41% hits;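 active = inhibition above a set limit, the median over all tested compounds plus 3 SD, cut at about 9.5% in these data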;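 also: enzyme runs in reverse so mevalonate oxidation gives rising NADPH absorbance; 0% = complete reaction with DMSO and 100% = background rate lacking mevalonate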
TNAP inh hi DEA: inhibitors of human TNAP at high phosphate acceptor concentration. P05186. purified TNAP, CDP-star luminescence, 1 M DEA. inhibition, % at 20 µM. 200,000 compounds, 0.03% hits. AID 1135;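 active = over 50% inhibition of tissue-nonspecific alkaline phosphatase at 20 µM in the single-dose screen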;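 also: plate controls were DMSO wells for no effect and EDTA-quenched wells as full inhibition for full effect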
Active calls of the source: *; / = not tested or not shown.

Every second line gives: bIAP activator	PPARg SRC2 recr	bIAP inhibitor	PPARg SRC-3 ag	TNAP act hi DEA	TNAP inh noacc	SRC2 TRFRET art	PPARg SRC-1 ag	Efa HMGR inh	TNAP inh hi DEA
- CC(=O)Nc1ccc(C(=O)OCC(=O)Nc2ccc(Cl)cc2C(=O)c2ccccc2)cc1
→ 0.9	9	7	-9	1	-5	1568	-5	-2	-4
- Cc1ccc(N2CCN(CCc3ccccc3)CC2)cc1
→ 0.9	13	8	7	1	-8	1658	3	-1	-3
- C/C(=C/C=C/[C@@H](C)C(=O)O)[C@H]1CN[C@H](C(=O)O)[C@H]1CC(=O)O
→ 1	7	1	3	1	2	1455	0	-8	3
- COc1cccc(CNCCc2ccccc2)c1OC
→ 0.9	11	11	4	1	-7	1737	4	4	-4
- CC(=O)N1CN2CN(C1)CN(C(C)=O)C2
→ 0.9	3	8	-2	1	1	1441	1	-2	2
- CC(=O)N1CCN(c2ccc([N+](=O)[O-])cc2C=C2C(=O)NC(=O)NC2=O)CC1
→ 0.8	-4	17	3	1	1	1762	4	1	5
- CN1CCN(C(=O)COc2ccc3ccccc3c2Br)CC1
→ 1	8	0	-4	1	-10	1632	6	-2	-2
- NS(=O)(=O)c1ccc(N=Cc2c(O)n(-c3ccccc3)c(=O)[nH]c2=O)cc1
→ 0.9	-7	8	-4	1	-12	1391	-2	2	-2
- Cc1ccccc1-n1c(O)c(C=NCCN2CCOCC2)c(=O)[nH]c1=O
→ 0.9	1	5	-8	1.1	-18	1526	7	-1	-5
- CCCCOc1nc2ccccc2c(=O)n1-c1ccccc1
→ 1	-8	0	-3	1.1	2	1440	1	0	-6
- O=P(NS(=O)(=O)c1ccccc1)(Oc1ccccc1)Oc1ccccc1
→ 0.9	11	6	-4	1	1	1571	-2	0	0
- O=P(Nc1cccnc1)(Oc1ccccc1)Oc1ccccc1
→ 0.9	-2	8	5	0.9	-4	1574	4	-6	6
- CCOC(=O)C1CN(C)CCC1=O (stereo unspecified)
→ 0.9	2	6	-4	1.1	-14	1722	-3	6	-9
- Cc1cccc(-n2c(CN3C(=O)c4ccccc4C3=O)nc3ccccc3c2=O)n1
→ /	1	/	15	/	/	1469	3	/	/
- O=C(O)c1nonc1-c1nonc1C(=O)O
→ 0.9	22	11	4	1	-7	1439	-13	1	-1
- CC[n+]1c(/C=C/N(C)c2ccccc2)sc2ccc(Cl)cc21
→ 0.9	2	9	1	1	-7	1454	-9	-1	-1
- C[N+]12CCC(CC1)C(=C(c1ccccc1)c1ccccc1)C2
→ 1	5	4	2	1	-1	1695	-4	1	4
- CN(C)CC#CCOCCOCCC#N
→ 0.8	7	20	-11	1.1	-11	1653	-8	1	-6
- COCCNP(=O)(c1ccccc1)c1nc2ccccc2s1 (stereo unspecified)
→ 1	-8	2	5	1	-6	1431	-10	0	0
- O=C(c1ccc2c3c(cccc13)CC2)C1CCCN(CC2CC2)C1 (stereo unspecified)
→ 1	3	4	0	1	-2	1535	-1	-10	-4
- Cc1cccc(NP(C)(=O)c2nc3c(s2)CCCC3)c1 (stereo unspecified)
→ 1.2	-7	-20	0	1	-1	1367	-4	-5	3
- CCCCNc1ccncc1S(=O)(=O)NC(=O)NC(C)C
→ 1	8	5	12	1	-6	1478	4	-3	2
- CSc1nnc([C@@H](N)Cc2c[nH]c3ccccc23)o1
→ 1.2	-1	-17	-1	1	-8	1629	0	1	-2
- Cc1cccc(NP(=O)(Oc2ccccc2F)Oc2ccccc2F)c1C
→ 0.9	-4	9	2	1	-16	1715	7	-5	3
- CN[C@@H]1C[C@@H](c2ccc(Cl)c(Cl)c2)c2ccccc21
→ 0.9	6	8	6	1	-2	1532	8	3	-2
- CC(NCC#Cc1ccccc1)C(O)c1ccccc1 (stereo unspecified)
→ 1	0	-2	-4	1	-12	1312	-7	2	-4
- CC1(C)CC(=O)C(C=NCCN2CCN(C(=O)Cc3ccc(Cl)cc3)CC2)=C(O)C1
→ 1	6	0	0	1	-8	1469	3	-6	-2
- COC(=O)C(O)(c1ccc(NC(=S)NC(=O)c2ccccc2)cc1)C(F)(F)F (stereo unspecified)
→ 0.9	4	14	9	1	10	1665	-2	-1	-2
- COc1ccc(/C=C2/C(=O)NC(=O)N(C3CCCCC3)C2=O)cc1CSc1ccccn1
→ 0.9	6	7	0	1	15	1693	4	1	-4
- c1ccc2c(CNC3CCCCCC3)c[nH]c2c1
→ 0.7	5	33	-1	1	-14	1368	4	2	-5

Remaining list, next part:
Key to letters – A = bIAP activator; B = PPARg SRC2 recr; C = bIAP inhibitor; D = PPARg SRC-3 ag; E = TNAP act hi DEA; F = TNAP inh noacc; G = SRC2 TRFRET art; H = PPARg SRC-1 ag; I = Efa HMGR inh; J = TNAP inh hi DEA
CSC1=NP(=S)(SC)N(C)c2nc3n(c21)CCC3 (stereo unspecified)
  A: 1; B: 76*; C: 4; D: 102*; E: 1; F: -4; G: 3347*; H: 65*; I: 1; J: 0
CC(C)CCNC(=O)c1c(N)n(Cc2ccc3c(c2)OCO3)c2nc3ccccc3nc12
  A: 1.2; B: -2; C: -22; D: 1; E: 1.1; F: -23; G: 1490; H: 3; I: -1; J: -9
COc1cc2c(cc1/C=C/[N+](=O)[O-])OCO2
  A: 0.8; B: 12; C: 15; D: 8; E: 0.9; F: 9; G: 1617; H: 1; I: -3; J: 6
c1cc2c(cc1CCNC1C3CC4CC(C3)CC1C4)OCO2 (stereo unspecified)
  A: 0.9; B: 4; C: 7; D: -9; E: 1; F: -11; G: 1581; H: 6; I: 0; J: -4
COc1ccccc1NC1(C#N)CCCCC1
  A: 1.1; B: 5; C: -8; D: -2; E: 1; F: 2; G: 1430; H: -2; I: 1; J: 1
O=C(COC(=O)Cc1ccccc1)Nc1ccc(Cl)cn1
  A: 1; B: 1; C: 1; D: -2; E: 1; F: -1; G: 1583; H: -1; I: -6; J: -1
O=c1[nH]c(=S)[nH]c(O)c1N=Nc1cc2c(cc1[N+](=O)[O-])OCO2
  A: 1.1; B: -1; C: -8; D: 6; E: 0.6; F: 34; G: 1437; H: 12; I: -4; J: 44
COc1cc2c(cc1OC)C(C(=O)N1CCC3(CC1)OCCO3)C(c1ccccc1F)N(C)C2=O (stereo unspecified)
  A: 1.4; B: -7; C: -39; D: -16; E: 1; F: -9; G: 1494; H: -4; I: 5; J: 2
CCOC(=O)C1(CCc2ccccc2)CCN(Cc2csc(C(C)=O)c2)CC1
  A: 1.2; B: 13; C: -20; D: 6; E: 1; F: 0; G: 1680; H: 2; I: -2; J: 1
CCC(=NCCc1c[nH]c2ccccc12)c1c(O)n(-c2ccc(C)cc2)c(=O)[nH]c1=O
  A: 0.9; B: 10; C: 14; D: 2; E: 1.1; F: -6; G: 1665; H: 7; I: -4; J: -6
Cc1ccc2c(c1)=C/C(=C\c1c(O)[nH]c(=S)[nH]c1=O)C(=O)N=2
  A: 1.4; B: 4; C: -37; D: 1; E: 1; F: -12; G: 1586; H: 4; I: -3; J: 2
Cc1ccc(N2C(=O)NC(=O)C3(Cc4ccccc4N4CCCC43)C2=O)cc1 (stereo unspecified)
  A: 1; B: 8; C: 0; D: 2; E: 1; F: -4; G: 1732; H: 6; I: 0; J: 1
CC(C)N(CC#CCC1(O)c2ccccc2-c2ccccc21)C(C)C
  A: 0.7; B: 5; C: 31; D: -3; E: 1.1; F: -12; G: 1320; H: 2; I: -8; J: -5
COc1cccc(C(=O)C2CCCN(Cc3ccccn3)C2)c1 (stereo unspecified)
  A: 1.1; B: 5; C: -5; D: 7; E: 1.1; F: -8; G: 1625; H: -1; I: -1; J: -6
CCCCOC(=O)C1=C(N)OC2=C(C(=O)CC(C)(C)C2)[C@]12C(=O)N(C)c1ccccc12
  A: 0.8; B: 3; C: 15; D: 1; E: 1; F: -3; G: 1532; H: 2; I: -5; J: 0

Four structures already listed, ordered by heavy-atom count, largest number first.
Key to letters – A = bIAP activator; B = PPARg SRC2 recr; C = bIAP inhibitor; D = PPARg SRC-3 ag; E = TNAP act hi DEA; F = TNAP inh noacc; G = SRC2 TRFRET art; H = PPARg SRC-1 ag; I = Efa HMGR inh; J = TNAP inh hi DEA
COc1cc2c(cc1OC)C(C(=O)N1CCC3(CC1)OCCO3)C(c1ccccc1F)N(C)C2=O (stereo unspecified)
  A: 1.4; B: -7; C: -39; D: -16; E: 1; F: -9; G: 1494; H: -4; I: 5; J: 2
CC(C)CCNC(=O)c1c(N)n(Cc2ccc3c(c2)OCO3)c2nc3ccccc3nc12
  A: 1.2; B: -2; C: -22; D: 1; E: 1.1; F: -23; G: 1490; H: 3; I: -1; J: -9
Cc1ccc2c(c1)=C/C(=C\c1c(O)[nH]c(=S)[nH]c1=O)C(=O)N=2
  A: 1.4; B: 4; C: -37; D: 1; E: 1; F: -12; G: 1586; H: 4; I: -3; J: 2
COc1cc2c(cc1/C=C/[N+](=O)[O-])OCO2
  A: 0.8; B: 12; C: 15; D: 8; E: 0.9; F: 9; G: 1617; H: 1; I: -3; J: 6

Other structures
Key to letters – A = bIAP activator; B = PPARg SRC2 recr; C = bIAP inhibitor; D = PPARg SRC-3 ag; E = TNAP act hi DEA; F = TNAP inh noacc; G = SRC2 TRFRET art; H = PPARg SRC-1 ag; I = Efa HMGR inh; J = TNAP inh hi DEA
C=C1CC[C@@]2(O)[C@H]3Cc4ccc(O)c5c4[C@@]2(CCN3CC2CC2)[C@H]1O5
  A: 0.9; B: 7; C: 6; D: 4; E: 1; F: -12; G: 1548; H: 4; I: 0; J: 0
CCOc1cc(CNC(C)C(O)c2ccccc2)cc(Cl)c1OCC (stereo unspecified)
  A: 0.9; B: 10; C: 14; D: -2; E: 1; F: -5; G: 1523; H: 0; I: 2; J: -3
Cn1cc[n+](C)c1P(=S)(c1ccccc1)c1ccccc1
  A: 1; B: 6; C: 4; D: 5; E: 1; F: 15; G: 1652; H: 11; I: -2; J: 0
C/C(=N\N1CCCCCC1)c1c(O)n(-c2ccc(C)cc2)c(=O)[nH]c1=O
  A: 1; B: -6; C: -2; D: -2; E: 1; F: -13; G: 1505; H: 6; I: -7; J: 0
Cc1cc(NC(=O)COC(=O)c2c(C)nn(Cc3ccccc3Cl)c2C)no1
  A: 0.9; B: 6; C: 14; D: -3; E: 1; F: -16; G: 1488; H: 4; I: -3; J: -5
COc1ccc(CCNCc2ccc(OC)c(OC)c2OC)cc1
  A: 1; B: 3; C: -5; D: -2; E: 1.1; F: -24; G: 1601; H: 5; I: -7; J: -6
CN(C)P(=O)(NC(=O)c1cccn1C)N(C)C
  A: 0.9; B: -6; C: 9; D: -4; E: 1; F: -12; G: 1736; H: 1; I: -1; J: -1

Rewritten comma-delimited: entries from further up.
mol,bIAP activator,PPARg SRC2 recr,bIAP inhibitor,PPARg SRC-3 ag,TNAP act hi DEA,TNAP inh noacc,SRC2 TRFRET art,PPARg SRC-1 ag,Efa HMGR inh,TNAP inh hi DEA
COc1ccc(/C=C2/C(=O)NC(=O)N(C3CCCCC3)C2=O)cc1CSc1ccccn1,0.9,6,7,0,1,15,1693,4,1,-4
CSC1=NP(=S)(SC)N(C)c2nc3n(c21)CCC3 (stereo unspecified),1,76*,4,102*,1,-4,3347*,65*,1,0
C=C1CC[C@@]2(O)[C@H]3Cc4ccc(O)c5c4[C@@]2(CCN3CC2CC2)[C@H]1O5,0.9,7,6,4,1,-12,1548,4,0,0
COc1cccc(CNCCc2ccccc2)c1OC,0.9,11,11,4,1,-7,1737,4,4,-4

Only part of the results is shown; rates above refer to the full screens.
